PDI inh: blocks human protein disulfide isomerase activity. P07237. PDI insulin aggregation turbidity, A650, 90 min. inhibition, % at 10 µM. 0.052% of 350,000 active;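 active means mean inhibition across replicates of 30% or more, whatever share of single replicates reach that level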;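 further: absorbance from insulin aggregation driven by PDI reduction with DTT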
CaV13 ICDI inh: Primary screen for inhibitors of IQ motif and Ca2+-dependent inactivation inhibitor domain binding in CACNA1D, Förster resonance energy transfer in living cells, …; 0.098% of 340,000 active; inhibition, % at 12.3 µM; HEK cells, CFP/YFP FRET ICDI-IQ, plate reader, 10 min; percent FRET-ratio fall versus neutral wells; AID 743397;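 active means mean replicate inhibition of at least 30% and at least 1% of replicates passing that level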;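 further: 0% = median of the neutral control wells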
ABHD5 PLIN5 PPI: inhibitors of human ABHD5-perilipin-5 interaction; Split G. princeps luciferase complementation, luminescence, 4 h; inhibition, % at 4 µM; 0.78% of 360,000 active; AID 602281;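 active means inhibition above the mean inhibition across every tested compound plus 3 SD, cut at about 22% in these data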;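 further: 0% = DMSO only wells and the 100% control is not disclosed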
MC4R ag barr: agonists of human melanocortin 4 receptor (MC4R) beta-arrestin; AID 540308; activation, % at 8.9 µM; 0.98% of 360,000 active; P32245; U2OS MC4R beta-arrestin complementation, luminescence; percent of melanotan II response, DMSO zero;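 active means activation above a per-plate cutoff, the mean activation of sample wells on that plate plus 3 SD, cut at about 8% in these data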
Target sequence (P32245 whole entry, looked up): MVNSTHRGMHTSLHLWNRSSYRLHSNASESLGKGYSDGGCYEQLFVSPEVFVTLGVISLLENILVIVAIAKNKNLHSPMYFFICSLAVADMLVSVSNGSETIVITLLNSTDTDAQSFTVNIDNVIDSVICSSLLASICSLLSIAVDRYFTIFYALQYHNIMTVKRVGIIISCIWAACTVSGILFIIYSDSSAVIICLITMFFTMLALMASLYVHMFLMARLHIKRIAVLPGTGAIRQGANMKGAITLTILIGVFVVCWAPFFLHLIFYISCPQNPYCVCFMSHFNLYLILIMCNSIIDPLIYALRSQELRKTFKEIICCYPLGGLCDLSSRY
MC4R antag cAMP: human MC4R antagonism in cAMP assay; AID 540295; MC4R-expressing cells, MTII-stimulated cAMP, LANCE TR-FRET; 0.48% of 360,000 active; inhibition, % at 6.5 µM;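 active means inhibition above its plate's cutoff, the mean of tested wells on that plate plus 3 SD, cut at about 29% in these data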;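 further: 0% = Melanotan II alone and 100% = Melanotan II plus saturating MCL0020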
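Assay system: U2OS cells stably expressing human melanocortin 4 receptor (MC4R) / Dosing: 6.5 µM / Timing: compound 30 min, challenge 1 h, detection 1 h / Measured by: Eu-cAMP/anti-cAMP TR-FRET, emission 671 nm / Replicates: singlicate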
H9c2 protect: protects H9c2 cardiomyocytes from peroxide injury; H2O2 injury protection, ATPLite, 2 h; protection from H2O2 cell death, % at 20 µM; 0.63% of 360,000 active; AID 588492;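 active means compounds giving at least 50% protection of heart cells from peroxide-induced death in the single-dose screen, raw or plate-pattern-corrected value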;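 further: 0% = DMSO wells with peroxide and 100% = DMSO wells without peroxide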
ABCB6 inh MLPCN: human ABCB6 transporter inhibition; Q9NP58; K562-ABCB6 porphyrin accumulation, flow cytometry, 1 h; hits give low values; fluorescence ratio to DMSO, % at 10 µM; 0.19% of 360,000 active; AID 602162;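 active means fluorescence ratio to DMSO below 75%, the collection mean minus 3 SD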;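 further: signal is porphyrin accumulated inside mitochondria; 100% equals median channel fluorescence of DMSO control wells; lower ratio means ABCB6 inhibition with less porphyrin fluorescence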
HTR2A ag: agonists of mouse serotonin 5-HT2A receptor (HTR2A); P35363; CHO-K1 mHTR2A beta-arrestin complementation, luminescence; percent of 30 µM serotonin response; activation, % at 7.6 µM; 0.66% of 360,000 active; AID 624169;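 active means activation above a run cutoff, the mean activation of all tested compounds plus 3 SD, cut at about 14% in these data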;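 further: 0% = plate median of compound wells and 100% = 30 µM serotonin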
Target sequence (P35363 whole entry, looked up): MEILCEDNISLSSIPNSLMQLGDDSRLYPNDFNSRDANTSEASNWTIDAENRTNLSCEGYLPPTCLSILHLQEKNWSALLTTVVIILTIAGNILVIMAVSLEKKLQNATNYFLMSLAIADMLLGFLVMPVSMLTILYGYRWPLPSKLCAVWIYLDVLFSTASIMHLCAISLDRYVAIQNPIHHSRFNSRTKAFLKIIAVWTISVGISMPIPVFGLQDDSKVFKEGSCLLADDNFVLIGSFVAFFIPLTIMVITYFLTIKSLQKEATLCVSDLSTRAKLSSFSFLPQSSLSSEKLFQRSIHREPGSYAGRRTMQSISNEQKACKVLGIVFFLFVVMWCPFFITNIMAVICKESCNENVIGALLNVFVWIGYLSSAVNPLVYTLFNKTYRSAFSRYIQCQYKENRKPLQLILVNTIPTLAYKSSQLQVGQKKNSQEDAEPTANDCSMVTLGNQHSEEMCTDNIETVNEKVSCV
Granule exo inh: lytic granule exocytosis inhibition; inhibition, % at 10 µM; TALL-104 LAMP-1 surface exposure, flow cytometry; cells stimulated with thapsigargin and PMA; 0.66% of 360,000 active; AID 651702;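 active means inhibition above about 55%, limit read from the data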
Glyco luc inh: N-linked glycosylation inhibition | D54 ERlucT glycosylation luciferase reporter, 24 h; percent of 100 nM tunicamycin response | reporter increase, % at 12.5 µM | 0.23% of 360,000 active | AID 588692;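 active means mean luciferase reporter signal, scaled so untreated is 0 and the glycosylation-blocking control 100, at or above a set limit in every replicate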;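 further: luciferase carries N-glycosylation sites so blocking glycosylation raises the light; 0% = median of neutral control wells and 100% = median of 100 nM tunicamycin wells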
* marks the source's active call; other numbers are inactive results; nt = no result given; & = joins results of further samples.

SMILES | PDI inh | CaV13 ICDI inh | ABHD5 PLIN5 PPI | MC4R ag barr | MC4R antag cAMP | H9c2 protect | ABCB6 inh MLPCN | HTR2A ag | Granule exo inh | Glyco luc inh
Cc1ccc(S(=O)(=O)N(C)C)cc1NC(=O)CCc1ccccc1 | 5 | -4 | 1 | -0.4 | 9 | 10 | 101 | -4 | 0 | 0
COc1ccc(/C=N/N2C(=O)CSC2=S)cc1 | 11 | -7 | -3 | 0.6 | 0 | 3 | 101 | -4 | -2 | 0
N#C/C(=C\c1ccc(O)cc1)c1nc2ccccc2o1 | -6 | -31 | -9 | -2.8 | -12 | -5 | 96 | -11 | 6 | 2
COc1cc(OC)cc(-c2c(Sc3ccccc3)c3cc(-c4cnc(OC)nc4)ccc3n2C)c1 | nt | -10 | 4 | nt | nt | nt | 100 | 4 | -3 | nt
CC1(CC(=O)NNC(=O)Nc2ccccc2)OCCCO1 | 6 | -7 | -2 | -0.5 | 3 | 4 | 102 | 2 | 10 | 1
Cc1ccc([C@@H]2C[C@H]3[C@@H](CN2S(=O)(=O)c2ccc(Cl)cc2)C(=O)C[C@@H](c2cccc4ccccc24)N3S(=O)(=O)c2ccc(C)cc2)cc1 | 12 | -7 | 2 | -0.3 | 6 | 1 | 97 | 4 | -2 | -3
COc1ccc(OC)c(C2=C[N+](=O)C(C)(C)C(C)(C)N2[O-])c1 | -7 | -7 | -1 | 1.7 | -3 | 7 | 100 | -5 | -2 | 3
C/C(N)=C(/C#N)C(=O)CSc1nnc(SCc2ccc(Cl)cc2)s1 | -5&0 | -5&-5 | -3&-6 | 2.8&-0.9 | 2&-2 | -15&-15 | 90&90 | -5&-3 | -5&1 | -9&-3
COC(=O)Cc1n[nH]c(=O)c2ccccc12 | -5 | -7 | 4 | -1.9 | 7 | 59* | 98 | 0 | -2 | 0
Cc1ccc(OCCn2c(Br)nc3c2c(=O)n(C)c(=O)n3C)cc1 | 4 | -3 | -2 | -1.3 | 12 | -12 | 93 | 6 | -7 | 0

Part of the list above in order of SMILES length, lowest first.
SMILES | PDI inh | CaV13 ICDI inh | ABHD5 PLIN5 PPI | MC4R ag barr | MC4R antag cAMP | H9c2 protect | ABCB6 inh MLPCN | HTR2A ag | Granule exo inh | Glyco luc inh
COc1ccc(/C=N/N2C(=O)CSC2=S)cc1 | 11 | -7 | -3 | 0.6 | 0 | 3 | 101 | -4 | -2 | 0
CC1(CC(=O)NNC(=O)Nc2ccccc2)OCCCO1 | 6 | -7 | -2 | -0.5 | 3 | 4 | 102 | 2 | 10 | 1
N#C/C(=C\c1ccc(O)cc1)c1nc2ccccc2o1 | -6 | -31 | -9 | -2.8 | -12 | -5 | 96 | -11 | 6 | 2
Cc1ccc(S(=O)(=O)N(C)C)cc1NC(=O)CCc1ccccc1 | 5 | -4 | 1 | -0.4 | 9 | 10 | 101 | -4 | 0 | 0
Cc1ccc(OCCn2c(Br)nc3c2c(=O)n(C)c(=O)n3C)cc1 | 4 | -3 | -2 | -1.3 | 12 | -12 | 93 | 6 | -7 | 0
C/C(N)=C(/C#N)C(=O)CSc1nnc(SCc2ccc(Cl)cc2)s1 | -5&0 | -5&-5 | -3&-6 | 2.8&-0.9 | 2&-2 | -15&-15 | 90&90 | -5&-3 | -5&1 | -9&-3
COc1ccc(OC)c(C2=C[N+](=O)C(C)(C)C(C)(C)N2[O-])c1 | -7 | -7 | -1 | 1.7 | -3 | 7 | 100 | -5 | -2 | 3
COc1cc(OC)cc(-c2c(Sc3ccccc3)c3cc(-c4cnc(OC)nc4)ccc3n2C)c1 | nt | -10 | 4 | nt | nt | nt | 100 | 4 | -3 | nt

Additional entries:
SMILES | PDI inh | CaV13 ICDI inh | ABHD5 PLIN5 PPI | MC4R ag barr | MC4R antag cAMP | H9c2 protect | ABCB6 inh MLPCN | HTR2A ag | Granule exo inh | Glyco luc inh
Cc1[nH]nc(SCC(=O)N(C)c2ccccc2)c1[N+](=O)[O-] | 9 | -6 | -2 | -1.4 | 3 | -1 | 95 | 1 | 0 | 1
O=C1Nc2ccccc2N(O)N1c1ccc(S(=O)(=O)N2CCOCC2)cc1 | 0 | -19 | 3 | -2.4 | 5 | 8 | 87 | -2 | -1 | 1
CC(=O)OC(C(=O)NC1CCCCC1)c1ccc(C#N)cc1 (centres undefined) | 0 | -5 | 1 | -0.6 | 1 | 3 | 89 | -2 | 4 | 2
O=C1CNC(=S)N1C1CCCCCC1 | 5 | -6 | 3 | -1.8 | 12 | -4 | 102 | 0 | -12 | 2
CC(C)NC(=O)N1Cc2cc(C(=O)NC3CCCCC3)nc(-c3cccc(-c4cccnc4)c3)c2[C@@H]1CCO | nt | -7 | -1 | nt | nt | nt | 94 | -5 | -5 | nt
CCCOc1cccc(/C=N/NC(=O)c2csc(C)c2C)c1 | 11 | -2 | -5 | 1.3 | 2 | -16 | 147 | -2 | -3 | 1
O=C1NC(=Nc2cccnc2)S/C1=C\c1cccc(F)c1 | 1 | -5 | 4 | 0.3 | 8 | -3 | 96 | -3 | 0 | 2
CCCn1nc(C(=O)Nc2cccc(S(=O)(=O)N3CCOCC3)c2)c2ccccc2c1=O | -3 | -7 | -1 | -0.7 | 13 | 23 | 96 | 0 | -3 | -2
Clc1ccc(-c2ccc(CNCC3CCCO3)o2)cc1 (centres undefined) | 0 | -5 | 10 | 1.5 | 11 | -2 | 99 | 0 | 1 | -1
Oc1ccc(Nc2nc(-c3cccs3)cs2)cc1 | -1 | -6 | -7 | -2.1 | 0 | 6 | 99 | 4 | 5 | 1
O=C(c1ccc(CNc2c(N3CCCC3)c(=O)c2=O)cc1)N1CC=C(c2ccccc2)CC1 | -5 | -2 | 0 | -0.7 | 2 | -6 | 99 | -6 | -3 | -4
COCCSc1nnc(NC(=O)C2CC(=O)N(c3ccc(OC)cc3)C2)s1 (centres undefined) | 0 | 2 | -1 | -3.2 | 5 | 2 | 92 | -1 | 7 | 3
CC(C)Oc1ccc(C(=O)N2CCCc3ccccc32)cc1 | -2 | -4 | -5 | 2.6 | 15 | -7 | 94 | 4 | 1 | -2
O=C(Nc1nnc(SCc2ccc(F)cc2)s1)c1ccc2ncsc2c1 | -7 | -11 | 2 | 17* | 4 | 5 | 97 | 5 | 1 | -3
C=CCNC(=O)C(=O)N/N=C/c1cccc(Br)c1 | -2 | -5 | 0 | -1.8 | 5 | 11 | 92 | 2 | -5 | 3
Cc1ccc(NC(=O)CSc2n[nH]c(-c3ccncc3)n2)c(C)c1 | -45 | -3 | 4 | 0.2 | 2 | 4 | 88 | 0 | -6 | 4
COc1ccc(N2CCN(S(=O)(=O)/C=C/c3ccccc3)CC2)cc1 | 4 | -5 | -4 | 4.4 | 6 | 5 | 90 | 2 | 0 | 0
Cc1ccc(-c2nc3c(c(SCC(=O)N4CCOCC4)n2)Cc2c(CO)cnc(C)c2O3)cc1 | 5 | -7 | -5 | -3.5 | 11 | 36 | 93 | 9 | 6 | 3
CC(=O)Oc1ccccc1/C=C/c1ccc2ccccc2[n+]1C | -4 | -5 | 9 | -0.3 | -15 | -9 | 107 | -1 | 16 | 3
c1ccc2c(c1)nc(NCc1ccc3c(c1)OCO3)n2CCN1CCOCC1 | -3 | -1 | -3 | -1.3 | -3 | 3 | 84 | 2 | 5 | 1
Cc1ccc(OCC(=O)Nc2ccc3c(c2)nc(CCN2CCCC2)n3C)cc1 | 5 | -9 | 9 | 0.6 | 10 | 11 | 100 | -9 | 4 | -5
Cc1ccc(SCC(=O)NNC(=O)CNC(=O)c2ccccc2F)cc1 | 13 | -6 | -1 | -1.4 | 4 | 4 | 96 | 2 | -1 | -1
CCC(C)NS(=O)(=O)c1ccc(NC(=O)CNCc2cccs2)cc1 (centres undefined) | -3 | -3 | -8 | 0.1 | 16 | -5 | 103 | -5 | -2 | -1
NC(=O)C1CC(=O)N(c2ccc(OCC(=O)Nc3ccc(Cl)cc3)cc2)C1 (centres undefined) | 5 | -4 | -2 | -1.7 | 2 | -6 | 98 | -2 | -29 | 2
O=C(Nc1ccccc1F)N1CCCC1c1cccnc1 (centres undefined) | -1 | -5 | -5 | -0.7 | 0 | -1 | 98 | -1 | -2 | 2
COc1ccccc1N1CCN(S(=O)(=O)c2cccc(F)c2)CC1 | 2 | -6 | 2 | 2.4 | 9 | -2 | 100 | 3 | 2 | -2
O=C(COC(=O)c1cc(=O)[nH]c2ccccc12)c1ccccc1 | 1 | nt | -1 | 0.0 | 4 | 4 | 95 | -4 | -8 | 2
COc1cc(-c2n[nH]c(=S)n2Cc2ccccc2)cc(OC)c1OC | -2 | -4 | 1 | -1.6 | 7 | -6 | 477 | 8 | 0 | 9
CCCC(C)NC(=O)C1c2ccccc2Oc2ccccc21 (centres undefined) | 1 | -1 | 12 | -0.2 | 6 | 0 | 94 | 1 | 25 | -3
CC(Sc1ccccn1)C(=O)Nc1ccc(S(N)(=O)=O)cc1 (centres undefined) | 6 | -9 | 9 | -1.5 | 10 | -1 | 98 | -1 | 10 | 1
CC(C)CN(C(=O)COc1ccccc1C(=O)NCc1ccccc1)C1CCS(=O)(=O)C1 (centres undefined) | -34 | -9 | 4 | -0.7 | -1 | 10 | 93 | 0 | -12 | 0
O=C(CSc1nc(-c2ccco2)cc(C(F)(F)F)n1)Nc1cccnc1 | 1 | -6 | 4 | 0.0 | -11 | 7 | 95 | -3 | 2 | 7
COC(=O)[C@H]1C[C@H]2[C@@H]3CC[C@H]4C[C@@H](OC)CC[C@]4(C)[C@H]3CC[C@]2(C)[C@@]2(CCCO2)O1 | -4 | -4 | 0 | 2.8 | 9 | -11 | 98 | 1 | 0 | -1
N#C/C(=C(/O)c1ccc(Br)s1)c1nc2ccccc2[nH]1 | 11 | -6 | -6 | -1.7 | 2 | -24 | 97 | -4 | 2 | 2
Cn1c(N)c(C(=O)Nc2ccc(-c3ccccc3)cc2)sc1=S | 2 | -17 | -5 | 5.9 | 15 | -6 | 100 | -3 | -2 | -1
COc1ccc(-c2csc(NC(=S)NC(=O)c3cccs3)n2)cc1Br | 0 | -17 | 1 | -1.2 | -2 | -2 | 88 | -2 | 2 | 7
OCC(Cc1ccccc1)NCc1ccccc1C(F)(F)F (centres undefined) | 6 | -3 | 0 | -1.3 | -1 | 1 | 97 | -1 | -4 | -1
COc1ccc(C2C(C(=O)NC(C)C)c3ccccc3C(=O)N2C)cc1OC (centres undefined) | -3 | -4 | -3 | -0.9 | 4 | 0 | 97 | 2 | 1 | 2
Cc1c(NC(=O)C2CC(c3ccc(F)cc3)=NO2)c(=O)n(-c2ccccc2)n1C (centres undefined) | 1 | -6 | 4 | -0.4 | 5 | 17 | 104 | 15* | 4 | 1
